WT yeast gro inh: growth inhibition of WT yeast, mitochondrial fusion screen. mitochondrial fusion phenotypic screen, WT strain. inhibition, % at 10 µM. actives 2.1% (n = 190,000); in the data active = inhibition above about 58%; tested in S. cerevisiae
Myeloid diff MLP: compounds promoting myeloid differentiation | ER-HoxA9 myeloid progenitors, lysozyme-GFP differentiation, flow cytometry | calls only at 10 µM | actives 1% (n = 360,000);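 active = normalized GFP-positive differentiation at or above the plate's own cutoff, the solvent-only control mean plus 3 SD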;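 note: cells exposed to compound for four days before flow analysis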
ER stress rescue: rescue of cells from ER stress-induced death, primary screen, 384-well, CSM14.1, thapsigargin, ATP luminescence (AID 1222). CSM14.1 thapsigargin-induced death rescue, ATP luminescence; higher % means a stronger effect. 190,000 tested, under 10 active. cellular ATP content (survival), % at 20 µM; hits with a dose series show EC50 in µM;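 active = EC50 below 50 µM in the dose-response confirmation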;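 note: death triggered by thapsigargin at about 15 µM added after 2 h compound pretreatment; cell ATP read after overnight thapsigargin exposure of roughly 18 to 22 hours; normalized against plate controls of thapsigargin alone and 5% DMSO vehicle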
PMI inhibition: human PMI inhibitors, high substrate, primary screen, biochemical, fluorescence intensity, high mannose 6-phosphate (AID 1220) | recombinant PMI enzyme, coupled fluorescence intensity; higher % means a stronger effect | one-dose inhibition, % at 20 µM; IC50 in µM for titrated hits | actives 0.66% (n = 190,000)
UTI89 phage lysis: protection from phage-mediated lysis, alamar blue read-out – E. coli UTI89, K1F phage, bacterial capsule biogenesis inhibitors (AID 488966); E. coli UTI89 K1F phage lysis, alamar blue, 2 h; higher % means a stronger effect; inhibition, % at 100 µM; hits with a dose series show IC50 in µM; actives 0.02% (n = 340,000);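 active = phage lysis inhibition, versus mean bacterial control, above a set limit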;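 note: capsule biogenesis inhibitors block K1F phage lysis so surviving cells raise fluorescence; higher fluorescence means more inhibition of phage lysis; actives were called in the ten point dose series up to 300 µM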
TNAP activation fold: stimulation of alkaline phosphatase TNAP activity – biochemical, luminescent, no phosphate acceptor, uHTS, primary screen (AID 1001); actives 0.03% (n = 200,000); activation fold at 20 µM, or EC50 in µM where a hit was titrated; purified TNAP, luminescent activation assay, no phosphate acceptor; higher activation fold means a stronger effect; in the data active = activation fold from about 3, or a potency from the dose series; inactive = the rest, 99 in 100 with activation fold below about 1.6; note: many of its hits are not listed in these tables
M1AAP inhibition: malaria alanyl aminopeptidase activity blockers – biochemical, fluorogenic H-Leu-NHMec substrate, 1536-well (AID 1445); recombinant M1AAP, H-Leu-NHMec fluorogenic kinetic assay; higher % means a stronger effect; inhibition, % at 30 µM, or IC50 in µM where a hit was titrated; actives 0.42% (n = 220,000);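 active = primary inhibition above the hit cutoff, then over 50% inhibition at one or more dose response concentrations, cut at about 23% in these data, passing the limit was not always enough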;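 note: plate controls were DMSO full reaction for no effect and no enzyme background for full effect; strong numbers were not always called active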
human PMI inhibition: inhibitors of human PMI, primary screen, biochemical, fluorescence intensity, coupled assay (AID 1209) | one-dose inhibition, % at 20 µM; IC50 in µM for titrated hits | actives 0.42% (n = 190,000) | purified PMI enzyme, coupled fluorescence intensity; higher % means a stronger effect;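 note: plate controls were DMSO vehicle for no effect and wells lacking substrate for full effect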
Hep lipid drop: hepatic lipid droplet formation modulation | AML12 mouse hepatocytes, oleate lipid droplets, BODIPY imaging | inhibition, % at 6.5 µM | actives 0.4% (n = 240,000) | AID 1656;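 active = lipid droplet intensity inhibited by at least 50%, with more than 500 cells counted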
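Assay system: AML12 hepatocytes (mouse) / Also added: 100 µM oleic acid challenge / Times: overnight treatment with compound plus oleate / Detection: high-content imaging of BODIPY-stained droplets and DAPI nuclei / Evaluation: % inhibition of lipid droplet signal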
WT yeast gro inh mutant strain: also measured in WT yeast gro inh; calls as there; inhibition, %; mitochondrial fusion phenotypic screen, mutant strain inhibition
Hep lipid drop cells 6.5 µM: recorded beside Hep lipid drop, whose call it bears; cell count; measured here: cell count, cytotoxicity flag;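 cells counted across two imaged fields per well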
Myeloid diff MLP GFP+ MAC1+ %: second read-out of Myeloid diff MLP, no call of its own (marks repeat the call); GFP+ MAC1+ double positive, %; measured here: differentiation confirmed by MAC1 staining
Starred values were filed as active, the others as inactive; i = inactive; / = not tested or not shown; [ ] = dose if it differs, or a comment. Cut-off read from the data, not from the text of the source, unless noted: active = inhibition above about 50%; inactive = the rest.

Order of values: WT yeast gro inh	Hep lipid drop	Myeloid diff MLP GFP+ MAC1+ %	Hep lipid drop cells 6.5 µM	M1AAP inhibition	ER stress rescue	TNAP activation fold	human PMI inhibition	Myeloid diff MLP	PMI inhibition	WT yeast gro inh mutant strain	UTI89 phage lysis
> C/C(=N\N=C1\NC(=O)C(CC(=O)Nc2ccc(Cl)cc2)S1)c1ccco1 (stereo unspecified)
    -3	-1	0.2	644	3%	-2.3%	1.1	3%	i	4%	14	0.3%
> Cc1ccccc1C(=O)NNC(=S)NC(=O)c1ccccc1
    50	22	0.6	740	-16%	-0.5%	1	-11%	i	-49%	54	-5.8%
> C=CCN1C(=O)OC2(CCCCC2)C1(C)O (stereo unspecified)
    -9	1	1.5	688	7%	-0.6%	1	2%	i	5%	-7	0.1%[50 µM]
> COc1cc(OC)cc(-c2nc3ccccc3c(=O)n2OC(=O)c2ccc(Br)cc2)c1
    -7	-18	0.5	613	6%	-1.2%	1.2	5%	i	-10%	8	0.2%
> O=C(COc1ccccc1)NC1CCSC1=O (stereo unspecified)
    4	9	0.2	648	0%	-1.2%	1.2	-5%	i	-8%	4	-2.5%
> CC(NC(=O)c1c(Cl)cnn1C)C1CCCO1 (stereo unspecified)
    /	16	0.2	765	5%	/	/	/	i	/	/	-0.2%
> CC(NC(=O)c1ccccc1NC(=O)c1ccco1)C(=O)O (stereo unspecified)
    16	10	1.1	719	-1%	-2.8%	1	-6%	i	2%	0	0.5%
> Cc1c(Cl)cccc1NC(=O)CCCn1cnc([N+](=O)[O-])n1
    14	-18	0.4	683	-4%	0.6%	1.1	-3%	i	-4%	-28	0.1%
> CCOC(=O)CC(=O)CSc1[nH]c(=O)cc(C)c1C#N
    -5	-1	1.7	648	9%	-2.4%	1.1	13%	i	11%	-11	1.0%
> c1cnc2c(C3NCCc4c3[nH]c3ccccc43)cccc2c1 (stereo unspecified)
    6	-8	1.9	659	-1%	-2.4%	1	7%	i	6%	-4	7.1%
> O=C(O)c1ccccc1-c1ccccc1C(=O)NCc1cccnc1
    -28	9	0.3	723	7%	-1.3%	1	-4%	i	-8%	-5	9.7%
> CC(=O)Nc1ccc(NC(=O)CSCCc2ccccn2)cc1
    5	/	1.9	/	10%	-0.2%	1.1	6%	i	2%	0	8.6%
> CCOc1ccc(C(F)(F)F)cc1NC(=O)c1ccc(OC)c([N+](=O)[O-])c1
    11	/	7.0	/	8%	-0.4%	1.1	12%	i	13%	4	2.2%[50 µM]
> O=C(CCN1C(=O)C2C3C=CC(C4CC34)C2C1=O)Oc1ccccc1 (stereo unspecified)
    -13	3	0.2	651	4%	-0.4%	1.1	-2%	i	-4%	3	0.4%
> CCCn1c(SCC(=O)NCc2ccc(Cl)cc2)n[nH]c1=O
    -5	1	1.0	674	3%	-0.3%	0.9	-13%	i	-4%	-3	0.3%
> CC(=O)NCCCc1nc2ccccc2n1Cc1ccccc1C
    -24	-1	0.4	742	-5%	-2.5%	1.2	2%	i	4%	-6	2.3%
> CC(=O)Nc1ccc(Oc2ccccc2)cc1
    /	1	0.3	695	-2%	/	/	/	i	/	/	-0.7%[50 µM]
> O=C(NC1CCCCC1)C(c1cccs1)N(C(=O)Cc1c[nH]c2ccccc12)c1ccc(F)cc1 (stereo unspecified)
    57	/	1.6	/	2%	-1.8%	1	25%	i	22%	7	0.5%
> O=C(CSc1nnc(-c2ccncc2)o1)NCc1ccccc1Cl
    -2	-1	0.7	676	0%	-2.6%	1.1	1%	i	-4%	-19	-0.3%
> CC(=O)Nc1ccc(S(=O)(=O)N2C3CCCC2CC(NC(=O)C2CCCCC2)C3)cc1 (stereo unspecified)
    7	/	0.5	/	3%	-2.8%	1	3%	i	4%	-2	1.2%
> Nc1c(Br)cc(Br)c(N2CCCC2=O)c1Br
    3	/	0.9	/	11%	-2.3%	1.1	0%	i	3%	-6	0.2%
> COc1cc(C)nc(-c2csc(C)n2)n1
    /	-2	0.9	721	12%	/	/	/	i	/	/	0.1%
> Nc1ccccc1OCP(=O)(c1ccccc1)c1ccccc1
    -7	-9	0.4	624	1%	-0.7%	1.1	-3%	i	-1%	5	0.3%
> Cc1noc(C)c1S(=O)(=O)N1CCC(C(=O)N2CCN(C(=O)c3ccco3)CC2)CC1
    11	-2	0.9	751	-1%	0.3%	1.1	12%	i	7%	14	1.1%
> CCN(CC)S(=O)(=O)c1ccc(N2CCN(S(=O)(=O)c3ccc4c(c3)OCCO4)CC2)nc1
    -13	-5	1.1	763	-1%	0.6%	1.1	24%	i	11%	-5	1.4%
> CC(=O)Nc1ccc(NC(C)=O)c(NC2OCC(O)C(O)C2O)c1 (stereo unspecified)
    /	-5	0.4	744	6%	/	/	/	i	/	/	0.4%[50 µM]
> N/C(=N\OC(=O)c1ccco1)c1cccnc1
    -6	-2	0.4	598	/	0.5%	1	-4%	i	3%	-8	-0.7%
> CCC1CCCCN1CCCNC(=O)c1ccc2c(=O)n(Cc3ccc(OC)cc3)c(=O)[nH]c2c1 (stereo unspecified)
    11	-2	1.0	797	3%	-1.0%	1.1	-9%	i	-5%	11	0.1%
> COc1ccc(/C=N/NC(=O)C2c3ccccc3-c3ccccc32)cc1
    -5	-14	0.5	570	16%	-0.2%	1	7%	i	-3%	-8	2.5%
> Cc1ccc(/C=C(\C#N)c2nn(-c3ccccc3)c(N)c2C#N)cc1
    -3	12	0.2	612	23%	-4.2%	1.1	23%	i	12%	5	3.1%
> Fc1cc(F)c(C2SCCN2C(=S)Nc2cccc(C(F)(F)F)c2)c(F)c1 (stereo unspecified)
    /	-1	0.5	672	0%	/	/	/	i	/	/	-2.3%
> CCCNC(=O)C1CCN(S(=O)(=O)c2c(C)noc2/C=C\c2ccc(OC)cc2)CC1
    8	/	5.1	/	-3%	0.2%	0.9	0%	i	1%	0	-1.7%
> Cc1cccc(/C(N)=N/OC(=O)c2ccc3c(c2)OCO3)c1
    7	2	0.4	583	-1%	-7.8%	1	10%	i	3%	6	-0.2%
> O=C(O)c1ccccc1C(=O)c1ccc(Br)s1
    -4	30	0.3	636	-1%	-0.7%	1.1	-40%	i	-19%	4	-0.4%
> O=C(Nc1ccc(N2C(=O)C3C4C=CC(C4)C3C2=O)cc1)Nc1cccnc1 (stereo unspecified)
    -3	0	0.6	678	9%	/	1.1	19%	i	18%	0	0.5%
> COc1ccc(CN2CC(C(=O)NCCc3ccc(C)cc3)CC2=O)cc1 (stereo unspecified)
    -12	/	1.3	/	2%	-1.0%	1.1	8%	i	5%	2	2.2%
> CC(=O)NC(CCS(C)(=O)=O)C(=O)Nc1nc(C)cs1 (stereo unspecified)
    -7	0	6.2	693	2%	0.7%	1.1	-1%	i	-4%	7	2.2%[50 µM]
> CCC1SC2=NC(C)=C(C(=O)OC)C(c3ccc(C(=O)OC)cc3)N2C1=O (stereo unspecified)
    -7	/	0.5	/	-1%	1.2%	1.1	3%	i	7%	-3	-0.5%
> O=C(O)c1ccccc1COc1ccccc1Cl
    -1	-2	2.7	702	8%	-2.5%	1.1	0%	i	3%	-3	1.9%
> Cc1cccc(-n2c(-c3csc(C(C)C)c3)n[nH]c2=S)c1
    -12	5	2.1	761	1%	-1.0%	1	17%	i	9%	-5	1.8%
> CCOC(=O)c1c(NC(=O)c2cccs2)sc2c1CCN(C(=O)OCC)C2
    63*	2	0.9	781	12%	-2.2%	1	7%	i	0%	18*	0.6%
> Cc1ccc(S(=O)(=O)NCC(=O)NCC(=O)OC(C(=O)NC(N)=O)C(C)C)cc1C (stereo unspecified)
    /	-8	0.1	669	2%	/	/	/	i	/	/	0.0%
> CN(C)Cc1c(O)ccc2oc(Cc3ccccc3)cc12
    8	9	0.2	677	3%	-1.8%	0.9	5%	i	-15%	2	10%
> CCOC(=O)Nc1cc(C)c(Cl)cc1OC
    11	/	0.4	/	-3%	3.4%	1.1	13%	i	9%	0	1.6%
> Cc1csc(NC(=O)C2CCCCN2S(=O)(=O)c2ccccc2)n1 (stereo unspecified)
    -8	12	0.4	746	3%	-0.1%	1.1	2%	i	5%	-9	0.2%
> CSc1ccc(CN(C)CC(=O)NC(C)c2ccccc2)cc1 (stereo unspecified)
    6	-17	0.4	723	-5%	0.6%	1.1	-8%	i	-9%	-10	0.6%
> CCCn1c(SCC(=O)Nc2ccccc2C(=O)OC)nc2c1c(=O)n(C)c(=O)n2C
    -18	-8	1.0	689	-2%	/	1.1	10%	i	12%	-3	0.5%
> CCCSc1nc(C)cc(C)c1S(C)(=O)=O
    -1	-9	0.4	715	3%	/	1.2	-11%	i	-11%	-11	1.0%

Molecules from the list above that have an NH in an aromatic ring:
Order of values: WT yeast gro inh	Hep lipid drop	Myeloid diff MLP GFP+ MAC1+ %	Hep lipid drop cells 6.5 µM	M1AAP inhibition	ER stress rescue	TNAP activation fold	human PMI inhibition	Myeloid diff MLP	PMI inhibition	WT yeast gro inh mutant strain	UTI89 phage lysis
> CCOC(=O)CC(=O)CSc1[nH]c(=O)cc(C)c1C#N
    -5	-1	1.7	648	9%	-2.4%	1.1	13%	i	11%	-11	1.0%
> c1cnc2c(C3NCCc4c3[nH]c3ccccc43)cccc2c1 (stereo unspecified)
    6	-8	1.9	659	-1%	-2.4%	1	7%	i	6%	-4	7.1%
> CCCn1c(SCC(=O)NCc2ccc(Cl)cc2)n[nH]c1=O
    -5	1	1.0	674	3%	-0.3%	0.9	-13%	i	-4%	-3	0.3%
> O=C(NC1CCCCC1)C(c1cccs1)N(C(=O)Cc1c[nH]c2ccccc12)c1ccc(F)cc1 (stereo unspecified)
    57	/	1.6	/	2%	-1.8%	1	25%	i	22%	7	0.5%
> CCC1CCCCN1CCCNC(=O)c1ccc2c(=O)n(Cc3ccc(OC)cc3)c(=O)[nH]c2c1 (stereo unspecified)
    11	-2	1.0	797	3%	-1.0%	1.1	-9%	i	-5%	11	0.1%
> Cc1cccc(-n2c(-c3csc(C(C)C)c3)n[nH]c2=S)c1
    -12	5	2.1	761	1%	-1.0%	1	17%	i	9%	-5	1.8%
